hcGAS inh = human cGAS inhibition; recombinant h-cGAS, ATP depletion, Kinase-Glo luminescence; inhibition, % at 12.5 µM; 290,000 tested, 0.081% active;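 also: 0% = vehicle reaction and 100% = reaction without DNA for no activity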
Target sequence (Q8N884 whole entry, looked up): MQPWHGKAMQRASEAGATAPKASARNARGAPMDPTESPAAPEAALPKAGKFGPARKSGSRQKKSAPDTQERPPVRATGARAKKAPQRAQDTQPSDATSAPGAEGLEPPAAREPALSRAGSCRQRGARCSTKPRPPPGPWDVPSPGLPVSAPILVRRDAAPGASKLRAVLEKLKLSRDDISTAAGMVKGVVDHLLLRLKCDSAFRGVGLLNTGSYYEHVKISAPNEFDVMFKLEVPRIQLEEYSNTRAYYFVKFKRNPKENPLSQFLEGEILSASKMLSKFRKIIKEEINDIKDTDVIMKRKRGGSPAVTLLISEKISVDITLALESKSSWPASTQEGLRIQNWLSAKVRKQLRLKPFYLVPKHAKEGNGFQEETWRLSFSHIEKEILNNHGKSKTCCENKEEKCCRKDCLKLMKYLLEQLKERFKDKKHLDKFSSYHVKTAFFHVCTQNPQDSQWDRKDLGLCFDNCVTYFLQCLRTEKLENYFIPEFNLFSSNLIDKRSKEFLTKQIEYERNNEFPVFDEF
mcGAS inh = blocks mouse cGAS activity; Q8C6L5; AID 1259399; inhibition, % at 12.5 µM; recombinant cGAS, Kinase-Glo ATP depletion luminescence; 160,000 tested, 0.15% active;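 also: 0% = negative control wells and 100% = reference inhibitor with no enzyme activity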
NPYLR7 agonist = mosquito NPYLR7 agonism; AID 1259423; HEK293T NPYLR7/Galpha15, GCaMP6s calcium fluorescence; activation, % at 10 µM; 270,000 tested, 0.15% active; in the data active = activation above about 40%;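 also: 0% = vehicle and 100% = reference agonist at the receptor; some compounds past the cut are filed as inactive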
Starred values were filed as active, the others as inactive; x = not tested or not shown; & = joins results of further samples. Rule as the data show it, unless noted: active = inhibition above about 40%; inactive = the rest.

Order of values: hcGAS inh | mcGAS inh | NPYLR7 agonist
CCCCN(CC(=O)Nc1cc(-c2ccccc2)nn1-c1ccc(C)cc1)C(=O)C(C)Cl (stereo not drawn)
  -6 | -4 | 6
Cn1cc(NC(=O)NC(C)(C)C)c2ccccc21
  -4 | -8 | -1
COc1ccc(C(CCN(C)C(=O)CC2NC(=O)NC2=O)Oc2cccc3ccccc23)cc1 (stereo not drawn)
  -2 | -2 | -1
COc1ccccc1CC(=O)N1CCOC(COc2ccccc2OC)C1 (stereo not drawn)
  -4 | -6 | -6
COc1ccc(-c2ccc(OCCNS(C)(=O)=O)nn2)cc1
  -7 | -9 | -11
COc1ccc(/C=C2\N=C(c3ccccc3)OC2=O)c(OC)c1OC
  -3 | x | 6
CCCCS(=O)(=O)N1CCN(c2ccc(NC(=O)c3ccco3)cn2)CC1
  1 | -4 | -3
CCOC(=O)c1[nH]c2ccccc2c1NC(=O)c1ccc(OCC)c(OCC)c1
  -9 | -8 | 16
CCN1CCN(c2ccc(C(=O)C=Cc3ccc(O)c(OC)c3)cc2F)CC1
  -8 | x | 93*
COC(=O)c1c(NC(=O)Cn2c(=O)c(C#N)cn(C)c2=O)sc(C)c1C
  -7&-7 | -13 | 15&9

Next part, starting with the last 3 of the part before.
Order of values: hcGAS inh | mcGAS inh | NPYLR7 agonist
CCOC(=O)c1[nH]c2ccccc2c1NC(=O)c1ccc(OCC)c(OCC)c1
  -9 | -8 | 16
CCN1CCN(c2ccc(C(=O)C=Cc3ccc(O)c(OC)c3)cc2F)CC1
  -8 | x | 93*
COC(=O)c1c(NC(=O)Cn2c(=O)c(C#N)cn(C)c2=O)sc(C)c1C
  -7&-7 | -13 | 15&9
COc1ccc(NC(=O)c2c(C)c(N3CCOCC3)c(C)n2Cc2c(F)cccc2F)cc1OC
  0 | -7 | x
C=CCNC(=O)c1ccccc1OCc1cn2cccc(C)c2n1
  -9 | x | 0
COC(=O)c1ccc(C=Nn2c(-c3ccncc3)n[nH]c2=S)cc1
  0 | 3 | -8
CC(C)(C)c1nnc2sc(SCC(=O)NCC3CCCCC3)nn2c1=O
  0 | x | -1
Cc1ccc2[nH]c(C(=O)NCC3CN(S(C)(=O)=O)CCO3)cc2c1 (stereo not drawn)
  -9 | -12 | x
CCN1C(=O)C2C3OC(C4C(c5ccc(Cl)cc5)=NOC34)C2C1=O (stereo not drawn)
  2 | x | -6
O=S(=O)(c1ccc(C2=CSC3=NCCN23)cc1)N1CCOCC1
  0 | -4 | 2
COc1cccc(CNC(=O)C(C)NCC2CN(C)CCO2)c1 (stereo not drawn)
  -4 | x | 2
COc1ccc(NC(C)c2nc(C)no2)cc1Cl (stereo not drawn)
  -7&-7 | -9 | 4&-1
CC(C)Nc1nnc(SCC(=O)Nc2ccc3c(c2)OCO3)s1
  -3 | -6 | 11
CC1=NC2=C(C(=O)CC(c3ccc(Cl)cc3)C2)C(c2ccccc2OC(C)C)C1C#N (stereo not drawn)
  -6 | -7 | -2
CCc1cn[nH]c1C1CCN(C(=O)c2cccc(O)c2C)CC1
  0 | x | 3
COc1cc2c(cc1OC)C(c1ccccc1Cl)N(C(=O)C1CC(=O)N(Cc3ccccc3)C1)CC2 (stereo not drawn)
  2 | 1 | 0
CC(=O)OC(OC(C)=O)c1coc2c(F)cccc2c1=O
  -1 | x | 5
C=CCN(CC(=O)N1N=C(c2ccc(F)cc2)CC1c1cccn1C)C1CCCC1 (stereo not drawn)
  -4 | -4 | 9
COC(=O)CCCCC(=O)N1CCN(CC(OCc2ccc(C#N)cc2)c2cccc(OC)c2)CC1 (stereo not drawn)
  2 | -2 | -2
CS(=O)(=O)NCCc1ccc(-c2csc(-c3ccccc3N)n2)cc1
  -6 | x | 11
Cc1cc(C)nc(-n2nc(C)cc2NC(=O)CSc2nnc(C)s2)n1
  -5 | x | 33
COc1ccc(NC(=O)c2cscn2)cc1OC1CCCC1
  -16 | x | 5
O=C(O[C@H]1[C@H](Oc2ccccc2COC(=O)C2(O)C=CCCC2=O)O[C@H](CO)[C@@H](O)[C@@H]1O)c1ccccc1 (stereo partly drawn)
  -1 | x | -3
OC(CCc1ccccc1)c1ccc2c(c1)CN(Cc1ccco1)CCO2 (stereo not drawn)
  -8 | -13 | 3
CCCS(=O)(=O)NC(=O)C(C)(C)c1ccccc1
  -6 | x | 10
Cc1cccnc1NC(=O)NC1(c2ccc(F)cc2)CCC1
  -7 | x | 6
CCCc1ccc(S(=O)(=O)N2CC(=O)N3CCc4c(F)cccc4C3C2)cc1 (stereo not drawn)
  -10 | -10 | -2
O=C(Oc1cccc2cccnc12)c1ccc(Cl)cc1
  0 | x | -4
CN(CCc1cccs1)C(=O)Nc1ccc2c(c1)C(=O)N(C)CC2
  -7 | -6 | 4
O=S(=O)(c1ccc(Br)cc1)N1CCC(N2CCCCC2)CC1
  -11 | -3 | 0
COc1ccc2nc(SCc3csc(Cc4ccc(C)cc4)n3)[nH]c2c1
  -5 | -5 | 19
COCCn1c(SCC(=O)N2CC(C)OC(C)C2)nc2c([nH]c3ccccc32)c1=O (stereo not drawn)
  0 | -7 | 0
CC(C)(C)c1cnc(Cn2c(C(F)(F)F)csc2=O)o1
  -12 | x | 10
O=C1c2ccccc2C(=O)N1CCN1C(=O)c2ccccc2C1=O
  -2 | -2 | 19
CC1CCCCN1C1CN(C(=O)CCc2n[nH]c3c2CCCC3)C1 (stereo not drawn)
  -2 | x | 6
O=C(NCc1cccnc1N1CCCC(O)C1)c1cnc2ccccc2c1 (stereo not drawn)
  -5 | -17 | 2
Cc1ccccc1CSc1nc(N)c(NC(=O)c2ccco2)c(=O)[nH]1
  1 | -1 | -5
Cc1sc2nc(SCC(=O)N3CCC(C)CC3)n(-c3ccccc3)c(=O)c2c1C
  -5 | -6 | -6
CCn1c(SCc2cscn2)n[nH]c1=O
  -8&-4 | x | -2&-3
NC(=O)COc1ccc(C=C2N=C(c3cccc(Br)c3)OC2=O)cc1
  -3 | x | 9
CCC1CN(C(=O)c2ccc3c(c2)CCO3)CCC(=O)N1Cc1ccccc1 (stereo not drawn)
  -6 | -15 | 9
OC(c1ccccn1)C1CCN(CC2CCCCC2)CC1 (stereo not drawn)
  -14 | -4 | x
Cc1c(Cl)c(C(F)(F)F)nn1CC(=O)N(Cc1ccccc1)c1ccccc1
  -4 | -6 | 9
O=C(CCl)N1CCN(Cc2ccc3c(c2)OCO3)CC1
  -2 | 14 | -4
CC(=O)c1ccc(CN(Cc2cnn(C)c2)C2CC2)cc1
  -6 | -14 | -3
Cc1noc(-c2cccnc2)c1C(=O)N(C)CCc1ccccn1
  -1 | 0 | -5
COC(=O)c1cccc(S(=O)(=O)N2CC(=O)N(C)c3ccccc32)c1
  -3 | x | 0
O=C(O)[C@H]1C[C@H](C(=O)NCc2ccccn2)CN(C/C=C/c2ccccc2)C1
  -5 | x | 8
CCOC(=O)c1ccc(S(=O)(=O)NCCn2nc(-c3cccs3)ccc2=O)cc1
  -2 | -7 | 4
COC(=O)c1cccc(NC(=O)N2CCN(CC(OCc3ccc(C(F)(F)F)cc3)c3ccc(Cl)cc3)CC2)c1C (stereo not drawn)
  5 | 4 | x
CCOC(=O)N1CCN(C(=O)CSc2ccc(NC(=O)C3CC3)nn2)CC1
  -3 | x | 0
COc1ccc(C(=O)N2CCCC(O)(CN(C)C)C2)c(OC)n1 (stereo not drawn)
  1 | 0 | -2
S=c1[nH]nc(NCCc2cccs2)s1
  -5 | x | 1

Additional records follow.
Order of values: hcGAS inh | mcGAS inh | NPYLR7 agonist
CN(C)c1c(F)cc(NC(=O)N2CCN(CC(F)F)CC2)cc1F
  -6 | -17 | 18
COC(=O)CCC(=O)N1CCCC(CO)(Cc2ccccc2)C1 (stereo not drawn)
  -4 | -4 | 7
O=C(CCl)NCCc1ccc(OC(F)F)cc1
  -4 | x | -5
CCc1ccc2oc(=O)cc(CN(C)CC(C)N3CCOCC3)c2c1 (stereo not drawn)
  -8 | -12 | x
C=C1[C@H](O)[C@H]2[C@@H](OC(=O)c3ccccc3)[C@](C)(O)C[C@]2(O)[C@@H](OC(C)=O)[C@H](C)/C=C/C(C)(C)[C@H](OC(C)=O)[C@H](OC(C)=O)[C@H]1OC(C)=O
  -2 | -6 | -8
Cn1c(=O)c2ccccc2n2c(COC(=O)C34CCC(=O)N3c3ccccc3C(=O)N4C3CC3)nnc12 (stereo not drawn)
  -2 | x | 0
CCn1cc(C(CC(=O)NCCc2ccccc2)c2cc(OC)cc(OC)c2)c2ccccc21 (stereo not drawn)
  -13 | -9 | x
COC(c1ccccc1)c1nnc(CCC(=O)NCc2cc(F)ccc2C)o1 (stereo not drawn)
  -3 | x | 0
O=c1c2ccc(Cl)cc2[nH]c(=S)n1CC1CCCO1 (stereo not drawn)
  0 | -1 | 0
O=C1NC(=S)NC(=O)C1=Cc1nc(-c2cccc([N+](=O)[O-])c2)n2ccccc12
  -9 | x | 1
COc1ccc(OC)c(NC(=O)c2cnc3ccccn3c2=O)c1
  2 | 0 | 3
O=C(c1cnn(CC(F)(F)F)c1-c1ccccc1)N1CCOCC1
  0 | -3 | 1
Fc1ccc(CC2CCN(Cc3nc(CC4CC4)no3)CC2)cc1
  -2 | -4 | 1
Cc1ccc2nc(N/N=C\c3ccc4c(c3)OCO4)nc(-c3ccccc3)c2c1
  -4 | -5 | -1
Cc1ccc(C)c(NC(=O)CSc2ccc(-c3ccncc3)nn2)c1
  -8 | -7 | 5
COc1ccc(CN2CCNC(=O)C2CC(=O)NCc2ccc(C)o2)cc1C (stereo not drawn)
  -4 | x | 3
Cc1cc(S(=O)(=O)N2CCCC(N3CCOCC3)C2)c(C)cc1Cl (stereo not drawn)
  -4 | -5 | -2
OC1CCN(c2ccnc(NCc3nccn3Cc3ccccc3)n2)CC1
  -10 | x | 0
CN(CCNC(=O)C(F)(F)F)C(=O)C1CC(=O)N(Cc2ccc(Cl)cc2)C1 (stereo not drawn)
  -6 | x | 4
Cc1cc(C)n(C(=O)c2cc(F)c(F)cc2Cl)n1
  1 | x | -11

Complete entries from above. Order of screens: hcGAS inh	mcGAS inh	NPYLR7 agonist
`Cc1ccc2nc(N/N=C\c3ccc4c(c3)OCO4)nc(-c3ccccc3)c2c1` as listed: -4	-5	-1
`Cc1cc(C)n(C(=O)c2cc(F)c(F)cc2Cl)n1` as listed: 1	x	-11

More compounds.
Order of values: hcGAS inh | mcGAS inh | NPYLR7 agonist
CCN(CC)C(=O)Oc1ccc2c(ccn2Cc2c(Cl)cccc2Cl)c1-c1ccc(F)c(F)c1
  -11 | -6 | 19
CC(C)c1ccsc1C(=O)NCC(C)(O)c1cnn(C)c1 (stereo not drawn)
  -11 | x | 5
CCOc1ccccc1-c1noc(Cn2c(=O)n(CCCOC)c(=O)c3ccccc32)n1
  3 | 1 | 0
COCCN(Cc1nc(C(=O)N2CCN(c3cccc(C(F)(F)F)c3)CC2)cs1)C(=O)Nc1c(C)cccc1C
  -9 | -4 | 22
CSc1ncc(CN2CCc3c([nH]c4ccccc34)C2C(C)(C)C)cn1 (stereo not drawn)
  -5&3 | 1 | 6&-13

A second format for some results above:
> CC(C)c1ccsc1C(=O)NCC(C)(O)c1cnn(C)c1 (stereo not drawn)
  hcGAS inh: -11 | mcGAS inh: x | NPYLR7 agonist: 5
> CCOc1ccccc1-c1noc(Cn2c(=O)n(CCCOC)c(=O)c3ccccc32)n1
  hcGAS inh: 3 | mcGAS inh: 1 | NPYLR7 agonist: 0
> CCN(CC)C(=O)Oc1ccc2c(ccn2Cc2c(Cl)cccc2Cl)c1-c1ccc(F)c(F)c1
  hcGAS inh: -11 | mcGAS inh: -6 | NPYLR7 agonist: 19
> CSc1ncc(CN2CCc3c([nH]c4ccccc34)C2C(C)(C)C)cn1 (stereo not drawn)
  hcGAS inh: -5&3 | mcGAS inh: 1 | NPYLR7 agonist: 6&-13

Source: PubChem BioAssay
